PPARg SRC3 recr = PPARgamma agonists recruiting SRC-3 coactivator, primary screen, biochemical; activation, % at 8 µM; 200,000 tested, 0.26% active; AID 731, 2007; Peroxisome proliferator-activated receptor gamma (Homo sapiens), P37231; biochemical PPARgamma/SRC-3 coactivator recruitment assay; in the data active = activation above about 23%;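 note: 0% = DMSO and 100% = reference agonist; some compounds past the cut are filed as inactive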
Target sequence (P37231 whole entry, looked up): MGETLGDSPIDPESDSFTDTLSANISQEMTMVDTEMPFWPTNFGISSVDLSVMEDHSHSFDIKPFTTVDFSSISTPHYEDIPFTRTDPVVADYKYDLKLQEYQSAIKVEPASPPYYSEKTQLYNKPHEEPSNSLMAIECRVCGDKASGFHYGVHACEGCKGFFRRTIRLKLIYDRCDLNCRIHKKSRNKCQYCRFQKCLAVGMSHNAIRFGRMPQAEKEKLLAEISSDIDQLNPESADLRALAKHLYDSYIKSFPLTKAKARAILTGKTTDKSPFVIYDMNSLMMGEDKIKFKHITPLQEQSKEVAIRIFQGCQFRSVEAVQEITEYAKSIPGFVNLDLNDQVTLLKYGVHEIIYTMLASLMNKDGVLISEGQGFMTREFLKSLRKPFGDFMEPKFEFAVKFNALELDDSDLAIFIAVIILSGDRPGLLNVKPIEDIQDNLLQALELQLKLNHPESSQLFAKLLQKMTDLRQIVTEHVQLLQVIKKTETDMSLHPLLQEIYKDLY
PPARg SRC-1 ag = PPARgamma agonists recruiting SRC-1 coactivator, primary screen, biochemical; PPARgamma-SRC-1 coactivator recruitment biochemical assay; activation, % at 8 µM; 200,000 tested, 0.41% active; in the data active = activation above about 19%;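 note: 0% = DMSO and 100% = reference agonist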
SRC2 TRFRET art = TR-FRET signal artefacts, primary screen, artefact control for PPARgamma SRC-2 agonist project, biochemical; TR-FRET artefact counter-screen; hits give high values; TR-FRET ratio at 8 µM; 200,000 tested, 0.4% active; in the data active = TR-FRET ratio above about 2000; note: inactives centre near 1500
L major viab = Leishmania major promastigote growth inhibition, primary screen; Leishmania major promastigotes, resazurin fluorescence viability; inhibition, % at 10 µM; 200,000 tested, 9% active; in the data active = inhibition above about 50%;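 note: promastigotes grown with compound for 44 hours at 28 °C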
Redox H2O2 prof = compounds producing H2O2 with reducing agent – biochemical, NIH compound library profiling, artefact control for MLSCN library redox annotation, primary screen; DTT-dependent redox cycling H2O2, phenol red/HRP absorbance; 100% = 100 µM peroxide control, 0% = buffer; activation, % at 10 µM; 200,000 tested, 0.03% active; AID 878, 2007;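 active = activation of at least 50% relative to the plate's high and low controls in the primary single-dose screen; inactive = activation below 50%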;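 note: compound incubated with DTT at 0.8 mM final as the reducing agent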
bIAP inhibitor = bovine intestinal alkaline phosphatase inhibitors, primary screen, selectivity assay for TNAP inhibitor project, biochemical, bovine IAP, CDP-star luminescence; purified bovine IAP, 30 min; inhibition, % at 20 µM; 190,000 tested, under 10 active; AID 1019, 2008;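 active = over 50% inhibition of intestinal alkaline phosphatase at 20 µM in the single-dose screen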
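System: purified bovine intestinal alkaline phosphatase (IAP) enzyme; Input: IAP diluted 1/65,000,000 in the well; Measured by: CDP-star luminescence signal; Compound dosing: 20 µM single dose; Incubation: 30 min reaction at room temperature.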
PPARg SRC2 recr = agonists of PPARg-SRC-2 recruitment, primary screen, biochemical, HTS. Peroxisome proliferator-activated receptor gamma (Homo sapiens), P37231. PPARgamma LBD-SRC-2 recruitment. 200,000 tested, 0.34% active. activation, % at 8 µM; in the data active = activation above about 22%;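 note: 0% = vehicle and 100% = reference agonist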
HMGR II inh = inhibitors of E. faecalis class II HMGR, primary screen, biochemical, Enterococcus faecalis; HMG-CoA reductase (Enterococcus faecalis, mvaE); 190,000 tested, 0.41% active; purified E. faecalis HMGR, NADPH absorbance 340 nm kinetic; inhibition, % at 10 µM;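 active = inhibition above a set limit, the median over all tested compounds plus 3 SD, cut at about 9.5% in these data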;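 note: enzyme runs in reverse so mevalonate oxidation gives rising NADPH absorbance; 0% = complete reaction with DMSO and 100% = background rate lacking mevalonate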
S1P3 antag = S1P3 receptor antagonists, primary screen, cell-based | Sphingosine 1-phosphate receptor 3 (Homo sapiens), Q99500 | CHO S1P3 NFAT-BLA reporter, FRET fluorescence, antagonist mode | inhibition, % at 4.98 µM | 170,000 tested, 0.27% active | AID 485, 2006;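 active = inhibition above the plate cutoff, the mean inhibition of test wells on that plate plus 3 SD, cut at about 28% in these data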;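 note: cells challenged with S1P at its EC80 of 0.8 µM; blue over green emission ratio from cleaved BLA substrate after 4 h stimulation; 0% = S1P-stimulated wells and 100% = unstimulated DMSO-only wells; some compounds past the cut are filed as inactive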
Target sequence (Q99500 whole entry, looked up): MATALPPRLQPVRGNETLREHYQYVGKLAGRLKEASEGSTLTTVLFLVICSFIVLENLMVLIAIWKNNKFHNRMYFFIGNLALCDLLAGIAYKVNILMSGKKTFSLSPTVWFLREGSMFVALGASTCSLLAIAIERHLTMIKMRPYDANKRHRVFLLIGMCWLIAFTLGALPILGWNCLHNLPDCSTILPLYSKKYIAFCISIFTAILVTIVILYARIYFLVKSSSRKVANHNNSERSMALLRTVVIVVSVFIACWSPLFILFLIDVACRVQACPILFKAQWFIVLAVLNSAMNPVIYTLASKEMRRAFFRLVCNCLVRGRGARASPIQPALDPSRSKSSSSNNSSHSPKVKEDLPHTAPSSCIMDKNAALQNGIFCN
ROMK mod = ROMK potassium channel modulators, primary screen, cell-based, thallium flux, MLSMR library. ATP-sensitive inward rectifier potassium channel 1 (Homo sapiens), P48048. Tet-inducible ROMK, thallium flux fluorescence; actives lie on both sides. B-score at 10 µM. 130,000 tested, 2% active;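 active = signal ratio slope over the read window, or its plate-corrected B-score, at least 3 SD from the plate mean, either direction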;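 note: B-score of the F/F0 ratio slope over 7 to 12 s after thallium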
RAM inhibit = inhibitors of the yeast RAM network, primary screen, dse1pr::URA3 reporter, 5-FOA selection; S. cerevisiae dse1pr::URA3 reporter, 5-FOA growth OD615, 2 d; analog-sensitive cbk1-as2 kinase mutant strain; inhibition, % at 50 µM; 190,000 tested, 1.8% active;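 active = inhibition above a set limit, 3 SD over mean compound inhibition, cut at about 8.4% in these data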;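 note: 0% = DMSO-only wells with no growth and 100% = 10 µM 1-NA-PP1 full growth; inhibition rescues growth on 5-FOA so higher OD means more RAM inhibition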
* hit, by the source's call; x = not tested or not shown. Random draw from the library. About 13% of those tested had a hit in this group.

SMILES	PPARg SRC3 recr	PPARg SRC-1 ag	SRC2 TRFRET art	L major viab	Redox H2O2 prof	bIAP inhibitor	PPARg SRC2 recr	HMGR II inh	S1P3 antag	ROMK mod	RAM inhibit
Cc1cc(Nc2cccc(F)c2)nc(-c2ccccc2O)n1	-1	2	1529	15	-0.1	22	-8	-2	18	-0.42	1.5
O=C1c2ccccc2C(=O)N1c1ccc(-c2nc3ccccc3o2)cc1	-5	5	1576	-9	-0.5	3	1	-3	10	x	1.8
CCCC(=O)c1c[nH]c(C(=O)NCc2ccco2)c1	-3	-8	1532	-3	17	9	7	-2	x	x	0.4
CCN1CCN(C(=O)Nc2cccc3ccccc23)CC1	2	2	1499	-12	0.3	8	6	1	x	0.14	0.4
O=c1[nH]c2ccc(S(=O)(=O)NCc3ccccn3)cc2s1	0	4	1591	-11	-2.3	-1	3	1	x	x	2.0
Cc1csc(N(C(=O)c2ccc(S(=O)(=O)N(C)C)cc2)c2ccccc2)n1	14	12	1771	-3	-1.5	7	10	-5	x	x	2.5
Cc1ccc(NC(=S)NNC(=S)NCc2ccccc2)cc1	4	2	1607	-10	2.5	8	11	-2	x	x	3.9
Cn1nc(C(=O)OCc2ccc(F)cc2)c2ccccc2c1=O	3	4	1763	-4	-0.3	14	10	2	-6	0.067	10*
O=C(NCc1ccc(F)cc1)C1C2C=CC3(CN(Cc4cccnc4)C(=O)C13)O2 (stereo not drawn)	-12	3	1505	-2	2.1	-2	1	-5	x	x	0.5
O=S(=O)(Cc1ccccc1)NCC1CCCN(Cc2ccc(F)c(F)c2)C1 (stereo not drawn)	-1	-5	1532	90*	-0.1	-3	1	-6	-10	0.62	-0.7
CCOc1cc(-c2nc(-c3ccc(C)nc3OCC)no2)cc(OCC)c1OCC	9	10	1500	3	1.1	6	15	-5	1	0.0029	3.7
O=C(Nc1ccccc1)N1CCN(c2cccc(C(F)(F)F)c2)CC1	2	1	1601	90*	0.1	38	8	0	x	-0.024	0.4
O=C(Nc1ccc(-c2cn3ccccc3n2)cc1)c1ccco1	-2	6	1476	-3	0.2	-5	-5	1	4	-0.46	0.7
O=C(COc1ccc(Cl)cc1)NCCCn1ccnc1	-2	5	1523	7	1.5	2	-1	0	11	-0.53	0.3
c1ccc2c(CNn3cnnc3)cccc2c1	16	1	1660	-5	-0.8	-7	-6	-1	-5	x	-0.3
Cc1[nH]nc2ncc(C(=O)c3ccccc3O)cc12	4	6	1503	-11	-1.7	-19	-2	5	x	0.73	2.2
CCN(C(=O)c1c(C)cc(=O)oc1C)c1ccc2c(c1)OCO2	-6	-6	1607	-1	-3.8	13	6	-5	x	x	-1.0
CCCNC(=O)c1ccc2c(c1)ncn2-c1cc(C)cc(C)c1	7	4	1565	17	-0.8	-36	7	-2	-2	-0.057	0.2
CC(C)(C)C(=O)Nc1ccnc(-c2cccnc2)n1	8	-2	1580	-4	1.7	-2	0	-2	x	x	-1.1
O=C(Cc1ccc(Br)cc1)N1CCN(c2ccccc2O)CC1	6	3	1641	-7	-0.8	-4	12	0	x	-1.4	1.6
CN(C(=O)CC1C(=O)NCCN1Cc1ccoc1)C1CCOCC1 (stereo not drawn)	5	13	1482	-6	-0.9	7	-8	-3	12	-0.0078	2.0
OC(CNCc1ccco1)COc1ccccc1 (stereo not drawn)	-6	-2	1503	-6	-0.1	20	6	0	18	x	2.7
CN(C(=O)c1ccc(OC2CCN(CCc3ccccc3)CC2)cc1)C1CCOC1 (stereo not drawn)	4	-2	1655	-7	-0.3	-2	2	-3	-7	-0.28	-0.5
CCOCCN(C(=O)COC)c1cccc(OC)c1	-5	2	1487	-4	0.3	14	0	0	x	0.38	1.9
Cc1cc(NC(=O)c2cccc(S(=O)(=O)N3CCCC3)c2)no1	7	4	1574	0	1.6	14	3	2	-25	-0.28	-0.3

Pulled by structure from above, two records:
SMILES	PPARg SRC3 recr	PPARg SRC-1 ag	SRC2 TRFRET art	L major viab	Redox H2O2 prof	bIAP inhibitor	PPARg SRC2 recr	HMGR II inh	S1P3 antag	ROMK mod	RAM inhibit
Cn1nc(C(=O)OCc2ccc(F)cc2)c2ccccc2c1=O	3	4	1763	-4	-0.3	14	10	2	-6	0.067	10*
CCOc1cc(-c2nc(-c3ccc(C)nc3OCC)no2)cc(OCC)c1OCC	9	10	1500	3	1.1	6	15	-5	1	0.0029	3.7

The listing continues:
SMILES	PPARg SRC3 recr	PPARg SRC-1 ag	SRC2 TRFRET art	L major viab	Redox H2O2 prof	bIAP inhibitor	PPARg SRC2 recr	HMGR II inh	S1P3 antag	ROMK mod	RAM inhibit
O=C(C(Sc1ccccc1)c1ccccc1)N1CCOCC1 (stereo not drawn)	2	12	1557	-4	0.0	19	2	-5	-4	x	0.0
O=C(O)CCN1C(=O)c2ccc(NC(=O)c3ccco3)cc2C1=O	2	7	1757	-8	0.0	-20	5	-5	4	0.78	2.8
CCOc1cc2c(C#N)c(N3CCNCC3)nc(N)c2c(N)n1	-2	6	1570	6	-1.4	-12	-3	-1	x	-1.1	0.0
Cc1cc(-c2cccs2)nc(-n2cccc2)n1	11	8	1511	-4	-4.4	17	12	2	x	x	3.6
CC(=O)C1=C(C)NC(=O)NC1c1cc(Br)ccc1OCC#N (stereo not drawn)	3	2	1721	-6	0.2	39	16	-5	x	1.2	0.6
CC(C)(C)C(=O)Nc1ccc(C(=O)OC2CCCCC2)cc1	5	0	1213	10	0.1	6	-2	-2	x	-0.3	0.8
C=CCNC(=O)CSc1cc([N+](=O)[O-])cc(S(=O)(=O)Cc2ccccc2)c1	-2	-1	1246	9	0.1	5	3	1	2	x	1.8
Cc1c(Cl)cccc1NC(=O)Nc1ccc(C(N)=O)cc1	3	4	1416	2	-0.7	8	0	-3	-15	x	0.5
Cc1nn(CC(=O)N2CCN(C)CC2)c(=O)c2ccccc12	3	4	1837	-8	-0.6	10	0	-3	-3	-0.55	0.1
Cc1ccsc1/C=C1\SC(N2CC(C)OC(C)C2)=NC1=O (stereo not drawn)	4	8	1552	1	-0.1	-19	4	0	-2	-0.34	0.7
Cn1cc(Cl)c(C(=O)NC(=S)Nc2sc3c(c2C#N)CCCCC3)n1	2	0	1440	45	0.4	36	2	0	-1	0.17	2.1
FC(F)(F)c1cccc(N2CCN(Cc3cccnc3)CC2)c1	-3	2	1431	88*	-2.6	9	8	0	13	x	0.3
COc1ccc(C(CC(=O)O)NC(=O)C2CCCCC2)cc1 (stereo not drawn)	12	6	1536	-2	0.2	-5	4	-6	5	0.024	0.5
CCOC(=O)C1CN(S(=O)(=O)c2ccccc2)C1	-8	6	1520	-4	1.6	-8	3	0	x	x	0.5
N#Cc1nc(COc2ccccc2)oc1N1CCCCCC1	7	1	1619	5	-2.8	27	10	-7	x	x	1.6
CC(=O)c1cc(Cl)ccc1OC(=O)c1ccco1	5	12	1567	-6	-3.0	7	8	-3	0	x	0.8
Cc1cccc(OCCCC(=O)Nc2ccc(S(=O)(=O)N3CCCC3)cc2)c1	3	4	1688	45	0.3	20	3	0	x	x	6.9
O=C(ONc1ccc(N=NC(=O)c2ccccc2O)cc1)c1ccccc1	-5	10	1610	0	-4.3	25	9	-1	x	x	2.5
O=C(NCc1ccccc1)C1=C[C@@H](c2csc3ccccc23)C[C@@H](OCCCCO)O1	10	6	1688	25	-0.9	-11	5	-2	-21	x	11*
CC(=O)Nc1ccc(NC(=O)CSc2nnc(-c3ccccc3)n2Cc2ccc3c(c2)OCO3)cc1	8	6	1476	-3	0.2	-6	6	3	x	x	8.6*
O=C1CCC([N+](=O)[O-])C(c2ccc(Br)cc2)N1 (stereo not drawn)	-3	5	1574	3	0.0	37	4	-2	5	-2	1.8
COc1ccc(C(=O)NCCn2cc(SCC(=O)N3CCOCC3)c3ccccc32)cc1	15	4	1629	3	-5.6	-6	2	-8	-4	0.66	1.6
O=[N+]([O-])c1ccccc1Oc1cnc2ccccc2n1	5	-2	1530	6	-0.4	-6	10	-3	-5	x	2.6
CCOC(=O)c1c(NC(=O)Cn2nc(C(F)(F)F)cc2C)sc(C)c1C	-2	-1	1616	-4	-0.2	19	3	-1	-2	x	5.5
CC1(C)CC(=O)c2cnc(N)nc2C1	11	6	1688	-4	0.3	-6	7	-1	x	x	1.2
CC(=O)Nc1nnc(C)s1	2	2	1519	-5	-1.1	7	-8	-2	12	x	1.9

Entries shown so far with fluorine (seven):
SMILES	PPARg SRC3 recr	PPARg SRC-1 ag	SRC2 TRFRET art	L major viab	Redox H2O2 prof	bIAP inhibitor	PPARg SRC2 recr	HMGR II inh	S1P3 antag	ROMK mod	RAM inhibit
Cc1cc(Nc2cccc(F)c2)nc(-c2ccccc2O)n1	-1	2	1529	15	-0.1	22	-8	-2	18	-0.42	1.5
Cn1nc(C(=O)OCc2ccc(F)cc2)c2ccccc2c1=O	3	4	1763	-4	-0.3	14	10	2	-6	0.067	10*
O=C(NCc1ccc(F)cc1)C1C2C=CC3(CN(Cc4cccnc4)C(=O)C13)O2 (stereo not drawn)	-12	3	1505	-2	2.1	-2	1	-5	x	x	0.5
O=S(=O)(Cc1ccccc1)NCC1CCCN(Cc2ccc(F)c(F)c2)C1 (stereo not drawn)	-1	-5	1532	90*	-0.1	-3	1	-6	-10	0.62	-0.7
O=C(Nc1ccccc1)N1CCN(c2cccc(C(F)(F)F)c2)CC1	2	1	1601	90*	0.1	38	8	0	x	-0.024	0.4
FC(F)(F)c1cccc(N2CCN(Cc3cccnc3)CC2)c1	-3	2	1431	88*	-2.6	9	8	0	13	x	0.3
CCOC(=O)c1c(NC(=O)Cn2nc(C(F)(F)F)cc2C)sc(C)c1C	-2	-1	1616	-4	-0.2	19	3	-1	-2	x	5.5
